GRK2 aptamer HTS – blocks RNA aptamer binding to human GRK2 | P25098 | bead flow cytometry, FAM-aptamer displacement from GRK2 | inhibition of aptamer binding, % at 10 µM | actives 0.59% (n = 330,000) | AID 488847;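 active = inhibition of aptamer binding above 40%, roughly 3 SD of noise, on plates passing a quality check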;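 also: median bead fluorescence of bound FAM aptamer so fluorescent compounds give negative values; no value below 0 was filed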
RPL19A TOR yeast – yeast TOR pathway RPL19A-GFP modulation; S. cerevisiae RPL19A-GFP strain, flow cytometry, 3 h; active compounds read low; AID 2025; percent response vs DMSO, % at 10 µM; actives 0.3% (n = 330,000);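 active = percent response vs DMSO below 50%; inconclusive = fewer than 70 events counted for the yeast strain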;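 also: median channel GFP fluorescence of the barcoded RPL19A-GFP strain; ratio of sample median GFP to plate DMSO average so 100% = DMSO; lower means less RPL19A-GFP as with rapamycin TOR inhibition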
CIT2-GFP yeast – yeast TOR pathway CIT2-GFP modulation | AID 2029 | S. cerevisiae CIT2-GFP strain, flow cytometry, 3 h; 100 means same as DMSO wells | GFP response vs DMSO, % at 10 µM | actives 0.065% (n = 320,000);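 active = GFP response relative to DMSO above a set limit, near the screen mean plus 3 SD, cut at about 150% in these data; inconclusive = Fewer than 70 cells measured for a yeast strain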;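 also: ratio of well median GFP fluorescence to mean of DMSO wells on the plate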
JMJD2C inh – blocks human GASC-1 demethylase activity; Q9H3R0; GST-JMJD2C(1-420) H3K9me3 demethylation, DELFIA europium; inhibition, % at 2.35 µM; actives 0.069% (n = 330,000); AID 2099;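 active = more than half of a compound's replicate wells show inhibition beyond 50%, single wells judged on their own value; inconclusive = some, but no more than half, of replicates pass 50% inhibition; inactive = no replicate passes 50% inhibition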;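 also: signal counts dimethyl H3K9 product captured on neutravidin plate; 0% = median of DMSO wells and 100% = 0.3 times that DMSO median; strong numbers were not always called active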
Target sequence (Q9H3R0 1-420 limits assumed): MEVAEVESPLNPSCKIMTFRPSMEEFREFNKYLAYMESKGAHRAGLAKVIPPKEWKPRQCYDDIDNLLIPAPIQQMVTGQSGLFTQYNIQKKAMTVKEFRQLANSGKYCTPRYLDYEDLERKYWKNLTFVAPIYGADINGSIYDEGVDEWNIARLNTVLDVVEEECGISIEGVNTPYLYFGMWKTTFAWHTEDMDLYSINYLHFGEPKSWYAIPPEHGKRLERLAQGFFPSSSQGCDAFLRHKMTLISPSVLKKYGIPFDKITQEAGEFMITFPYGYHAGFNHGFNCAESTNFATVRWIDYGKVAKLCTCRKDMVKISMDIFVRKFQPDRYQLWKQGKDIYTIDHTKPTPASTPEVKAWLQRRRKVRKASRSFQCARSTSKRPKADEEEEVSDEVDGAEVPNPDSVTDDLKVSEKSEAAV
AGP1-GFP MLPCN – yeast TOR pathway AGP1-GFP modulation. S. cerevisiae AGP1-GFP multiplex flow cytometry, 3 h; GFP as percent of DMSO wells. actives 0.02% (n = 320,000). GFP response vs DMSO, % at 10 µM;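 active = GFP response relative to DMSO above a set limit, near screen average plus 3 SD, cut at about 150% in these data; inconclusive = fewer than 70 cells counted for the yeast strain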;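 also: median GFP channel fluorescence of the gated AGP1 strain per well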
LAP4-GFP MLPCN – modulators of TOR pathway LAP4-GFP in S. cerevisiae; S. cerevisiae LAP4-GFP multiplex, flow cytometry GFP, 3 h; median GFP as percent of DMSO wells; GFP response vs DMSO, % at 10 µM; actives 0.34% (n = 320,000);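 active = GFP response vs DMSO above a set limit, about the screen mean plus 3 SD, cut at about 150% in these data; inconclusive = under 70 cell events counted for the yeast strain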
MEP2 TOR yeast – yeast TOR pathway MEP2-GFP modulation; S. cerevisiae MEP2-GFP strain, flow cytometry GFP, 3 h; 100% = DMSO control level; GFP response vs DMSO, % at 10 µM; actives 0.51% (n = 330,000); AID 2016;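 active = GFP response versus DMSO above a set limit, roughly screen mean plus 3 SD, cut at about 180% in these data; inconclusive = fewer than 70 cells counted for a yeast strain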;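 also: median GFP fluorescence of the barcode-gated MEP2-GFP cells per well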
VLA-4 inh – inhibition in a human VLA-4 binding assay. P13612. VLA-4 expressing cells, ligand binding flow cytometry. inhibition, % (about 7 µM as worked out from the volumes in the protocol). actives 0.2% (n = 330,000). AID 2557; in the data active = inhibition above about 50%
The depositor's hits bear a star; ? = inconclusive; nt = not tested or not shown.

cpd	GRK2 aptamer HTS	RPL19A TOR yeast	CIT2-GFP yeast	JMJD2C inh	AGP1-GFP MLPCN	LAP4-GFP MLPCN	Structure	MEP2 TOR yeast	VLA-4 inh
1	0	108	110	2	106	105	CCCC(=O)Nc1cc2c3c(c1)CCN3C(=O)CC2	102	1
2	3	104	92	3	107	112	CCOc1ccc(CCNC(=O)C2CCCN(S(=O)(=O)c3c(C)n[nH]c3C)C2)cc1OCC (stereo not drawn)	109	-3
3	0	91	90	-2	95	99	N#CCCN(C(=O)COC(=O)CNC(=O)C12CC3CC(CC(C3)C1)C2)c1ccccc1	97	-2
4	2	102	101	4	94	107	COc1cc(NC(=O)CN2c3cccc4cccc(c34)S2(=O)=O)cc(OC)c1OC	105	-13
5	2	91	76	11	85	107	O=C(Nc1ccccc1)Nc1ccc(Cl)nc1Cl	97	4
6	2	105	99	4	110	104	Cc1cccc(Nc2nc(NC(C)C)nc(Oc3ccc(=O)n(C)n3)n2)c1	102	5
7	0	102	97	4	105	101	CCS(=O)(=O)Nc1cccc(C2=NN(S(=O)(=O)CC)C(c3cccs3)C2)c1 (stereo not drawn)	100	6
8	0	103	101	7	92	99	O=C(CCCC(=O)c1ccccc1)Nc1ccc(F)cc1	102	16
9	0	88	92	0	82	92	Nc1nc2c(-c3ccc(Br)cc3)nnn2c2ccccc12	122	3
10	6	104	108	-6	107	102	COCCn1c(SCC(=O)NCc2ccco2)nc2cccnc21	108	0
11	5	107	111	11	105	91	Cc1ncc(CO)c(/C=N/NC(=O)c2ccc(O)cc2)c1O	101	-14
12	2	95	89	-2	99	101	COc1ccc(NC(=O)c2sc3nc(C)nc(N4CCOCC4)c3c2C)c(OC)c1	96	3
13	1	104	101	-16	105	106	Cc1ccccc1Nc1nc(CSc2nnnn2-c2ccccc2)cs1	107	1
14	2	100	109	3	104	106	CC1CC(C)CN(CC(O)COC2CC(C)CC(C)(C)C2)C1 (stereo not drawn)	99	-5
15	0	94	85	2	99	94	COCCCn1c(SCC(=O)Nc2ccc(C(C)=O)cc2)nc2ccccc2c1=O	98	-16

Molecules from the list above that contain a halogen, in the order listed:
cpd	GRK2 aptamer HTS	RPL19A TOR yeast	CIT2-GFP yeast	JMJD2C inh	AGP1-GFP MLPCN	LAP4-GFP MLPCN	Structure	MEP2 TOR yeast	VLA-4 inh
5	2	91	76	11	85	107	O=C(Nc1ccccc1)Nc1ccc(Cl)nc1Cl	97	4
8	0	103	101	7	92	99	O=C(CCCC(=O)c1ccccc1)Nc1ccc(F)cc1	102	16
9	0	88	92	0	82	92	Nc1nc2c(-c3ccc(Br)cc3)nnn2c2ccccc12	122	3

(list continues)
cpd	GRK2 aptamer HTS	RPL19A TOR yeast	CIT2-GFP yeast	JMJD2C inh	AGP1-GFP MLPCN	LAP4-GFP MLPCN	Structure	MEP2 TOR yeast	VLA-4 inh
16	5	94	87	nt	88	91	O=C(O)/C=C/C(O)c1ccc(Cl)cc1 (stereo not drawn)	90	1
17	1	109	117	?	87	73	Cc1ccc(NC(=O)C(C)SCc2nc3sc4c(c3c(=O)[nH]2)CCCC4)nc1 (stereo not drawn)	106	-11
18	6	98	103	8	107	110	O=c1c2c3c(sc2[nH]c(=S)n1Cc1ccco1)CCC3	85	16
19	11	104	90	-2	96	91	O=C(/C=C/c1ccco1)Nc1scc(-c2ccccc2)c1C(=O)O	92	4
20	4	97	99	-18	96	101	CC(=O)Cc1nsc(Nc2ccc(C)cc2)n1	96	-2
21	0	98	100	-3	101	90	CN(C)CCNc1cnn(-c2ccccc2)c(=O)c1Cl	95	0
22	13	99	95	nt	105	104	Cc1ccc(S(=O)(=O)Nc2ccc(-n3cnnn3)cc2)c(C)c1	101	7
23	0	101	109	-3	103	95	COc1cccc(CC2(CO)CCCN(Cc3cn[nH]c3-c3ccc(F)cc3)C2)c1 (stereo not drawn)	103	9
24	3	nt	114	5	117	104	O=C(Nc1c(Cl)cccc1Cl)c1cc(=O)n(Cc2ccccc2)c(=O)[nH]1	102	0
25	2	107	105	6	108	105	Cc1nnc(N/N=C/c2ccccc2C(F)(F)F)n1N	107	0
26	7	96	96	26	99	98	CC1(C)Cc2c(C#N)c(N)sc(=S)c2CO1	103	12
27	1	93	98	-5	99	91	COc1ccc(C(=N/O)/C(=N/O)c2ccc(OC)cc2)cc1	97	-13
28	0	102	101	28	99	102	COc1ccc(/C=N/NC(=O)COc2cc(C)cc(C)c2)cc1COC(C)=O	102	2
29	1	102	98	-5	106	105	Cc1ccc(NC(=S)NC(=O)c2ccc(F)cc2)cc1S(=O)(=O)Nc1cccc(Cl)c1	99	-1
30	10	94	100	1	97	104	CCC(C)Nc1nc(-c2ccc3c(c2)NC(=O)CO3)cs1 (stereo not drawn)	104	-2
31	2	100	89	6	101	106	C=CCNc1nc(C(=O)OCC(=O)NCc2ccccc2OC)cs1	101	2
32	1	101	113	-2	109	102	COc1ccc(-n2cnnc2SCC(=O)Nc2cc(C(C)(C)C)nn2-c2ccccc2)cc1	101	10
33	0	97	90	-15	96	97	Cc1ccnc(NC(c2cccnc2)c2ccc3cccnc3c2O)c1 (stereo not drawn)	101	11
34	0	102	114	-5	108	102	CCN(CC)S(=O)(=O)c1cccc(C(=O)N2CC(O)CC2C(=O)O)c1 (stereo not drawn)	109	-6
35	2	104	106	-1	105	97	CCOC(=O)C(C(=O)OCC)[C@@H]1CS(=O)(=O)C[C@H]1C(C(=O)OCC)C(=O)OCC	109	-1
36	0	102	104	4	98	96	O=C(NCc1cccnc1)c1ccccc1[N+](=O)[O-]	102	-4
37	0	106	101	1	100	95	CCOc1nc(SCCOc2ccc(Cl)cc2Cl)nc(N(C)C)n1	104	-5
38	0	110	89	12	82	75	COC(=O)c1cccc(C(=O)N2CCCC(C(=O)c3ccccc3OC)C2)c1 (stereo not drawn)	96	-6
39	0	79	114	-3	19	88	CCCc1cc(=O)oc2cc(C)cc(OC(C)C(=O)NCc3cccnc3)c12 (stereo not drawn)	130	5
40	0	100	107	5	107	114	O=C(Cn1cnc2sc3c(c2c1=O)CCCC3)NCC(=O)Nc1c(F)cccc1F	105	-8
41	2	97	100	3	104	104	COc1ccc(N2CCN(c3ccc(N4C(=O)CC(C)C4=O)cc3[N+](=O)[O-])CC2)cc1 (stereo not drawn)	99	6
42	0	87	82	26	86	88	CC1CCN(S(=O)(=O)c2cccc(-c3csc(-c4cccnc4)n3)c2)CC1	95	-5
43	0	89	91	-4	98	103	O=C(Cc1csc(Nc2nc(=S)[nH]c3ccccc23)n1)NCCCN1CCN(c2ccccc2F)CC1	105	0
44	1	97	101	2	88	98	C=CCOc1ccc(/C=C2\SC(N)=NC2=O)cc1OC	101	-3
45	0	96	102	0	104	104	COc1ccc(S(=O)(=O)c2c(C)c(NS(=O)(=O)c3ccccc3)cc(C)c2O)cc1	97	7

The final 2 entries of the section above open the next one:
cpd	GRK2 aptamer HTS	RPL19A TOR yeast	CIT2-GFP yeast	JMJD2C inh	AGP1-GFP MLPCN	LAP4-GFP MLPCN	Structure	MEP2 TOR yeast	VLA-4 inh
44	1	97	101	2	88	98	C=CCOc1ccc(/C=C2\SC(N)=NC2=O)cc1OC	101	-3
45	0	96	102	0	104	104	COc1ccc(S(=O)(=O)c2c(C)c(NS(=O)(=O)c3ccccc3)cc(C)c2O)cc1	97	7
46	2	107	104	-4	98	95	O=C(O)C1C2CCC(C2)C1C(=O)NCCc1cccc(Cl)c1 (stereo not drawn)	105	19
47	1	105	97	-3	101	97	Cc1c(C(=O)OCC(=O)Nc2c(C)n(C)n(-c3ccccc3)c2=O)oc2ccccc12	108	2
48	0	104	106	-5	102	105	NC(=O)c1cc(S(=O)(=O)N2CCCCC2)cs1	105	15
49	4	95	90	2	99	100	Cc1cc(C(=O)CN2C(=O)C(=O)N(CCC3=CCCCC3)C2=O)c(C)n1C	95	3
50	0	98	94	-5	99	97	O=C(NC1CCCC1)c1ccc(S(=O)(=O)N2CCOCC2)cc1	97	0
51	5	105	108	1	100	105	O=C1c2ccccc2C(=O)N1CCc1csc(-c2ccccc2)n1	109	0
52	0	96	103	-2	102	92	CC1C(=O)N2CCCc3cc(NC(=O)C(=O)NCCc4c[nH]c5ccccc45)cc1c32 (stereo not drawn)	100	32
53	0	84	93	7	87	81	COC(=O)C1OC(OC2CC[C@]3(C)C(CC[C@@]4(C)[C@@H]3CC=C3[C@@H]5CC(C)(C)CC[C@]5(C(=O)OC5OC(CO)C(O)C(O)C5O)CC[C@]34C)C2(C)C)C(O)C(O)C1O[C@H]1OCC(O)C(O)C1O (stereo partly drawn)	93	22
54	0	101	96	12	94	90	C/C(=N\NC(=O)c1nnn(-c2nonc2N)c1-c1cccs1)c1ccncc1	107	-10
55	12	94	86	-12	101	105	CCN1C(=O)[C@@H]2[C@@H](c3ccc(-c4ccc(Cl)c(Cl)c4)cc3)N3CCC[C@@]3(C(=O)OC)[C@@H]2C1=O	103	19
56	4	99	95	10	97	87	COc1ccc(CNC(=O)CN(C(=O)CCC(=O)Nc2nccs2)c2cccc(C)c2)cc1	100	5
57	5	106	109	7	111	98	COc1ccc(CCNC(=O)CN2CCN(c3cccc(Cl)c3)CC2)cc1OC	101	36
58	6	98	92	-1	100	107	COc1ccc(C2C(C#N)=C(N)OC3=C2C(=O)CC(C)C3)c(OC)c1OC (stereo not drawn)	103	4
59	2	92	85	-3	92	96	CCN(CC)C(=O)CSc1nnc(COc2cccc(C)c2)n1C	94	-5
60	1	98	99	3	101	103	CC(=O)C1C(c2ccc([N+](=O)[O-])cc2)C2C(C)=NN=C2CC1(C)O (stereo not drawn)	92	-1
61	0	92	80	-16	86	nt	CCOc1ccc(OCC(=O)Nc2ccc(OC)cc2)cc1	83	-6
62	0	109	100	11	104	103	CC(NC(=O)c1ccccc1Cl)C(=O)OCc1cn2cc(Cl)ccc2n1 (stereo not drawn)	107	22
63	0	91	93	19	98	94	Cn1cc([C@@H]2C[C@H]3CN(C4CCCC4)C(=O)[C@]34CCCN24)c(-c2ccccc2)n1	95	16

Screens as filed in PubChem.
